DENV2 CPE rescue: protects cells from dengue virus 2 cytopathic effect; DENV2-infected cells, cytopathic effect rescue, plate reader; CPE inhibition, % at 9.99 µM; actives 1.7% (n = 350,000); AID 651640; in the data active = CPE inhibition above about 20%, passing the limit was not always enough; inconclusive = no clear call, values can overlap the other calls; tested in BHK-21 cells;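 note: 0% = median of neutral control wells and 100% = median of positive control wells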
F508del corr: CFTR F508del correction in bronchial cells | actives 0.36% (n = 350,000) | activity (quench increase), % at 7.58 µM | AID 720511 | CFBE cells, YFP halide quenching; stimulated with forskolin plus potentiator P3; % fluorescence drop versus neutral controls;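 active = mean added fluorescence quench of at least 8% versus neutral control, with both replicates also reaching 8%; inconclusive = only one of the mean or replicate conditions met; inactive = mean below 8% and not both replicates reaching 8%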;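 note: cells transiently co-express mutant CFTR-F508del with the halide-sensitive YFP; corrector assay measuring rescue of mutant channel to the surface after 24 h compound exposure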
PAX8 inh HTS: lowers PAX8-driven luciferase in RMG-I cells; RMG-I TPO-luciferase reporter, SteadyGlo, 24 h; inhibition, % at 12.6 µM; actives 1.2% (n = 360,000);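 active = mean replicate inhibition at least 60% with every replicate also reaching 60%; inconclusive = only one of the two criteria is met; inactive = mean below 60% and not all replicates reaching 60%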;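 note: luciferase light reporting Pax8 driven TPO promoter activity; plate controls were median of neutral control wells for no effect and mitoxantrone controls for full effect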
EWS-Fli block: EWS/Fli transcriptional activity inhibition; A673 NR0B1-luciferase reporter, viability-normalised; inhibition, % at 12.6 µM; actives 0.67% (n = 350,000);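 active = mean inhibition of at least 50% after viability correction, with every replicate also passing that limit; inconclusive = mean reaches 50% but only one of two replicates passes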;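 note: firefly luciferase signal divided by Alamar Blue viability fluorescence both relative to DMSO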
FN deposition inh: fibronectin deposition inhibition. inhibition, % at 12.6 µM. AH1F fibroblasts, Alexa488-fibronectin deposition fluorescence, overnight. actives 0.086% (n = 350,000);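 active = mean inhibition across replicates of 30% or more, regardless of how many single replicates reach that level; inconclusive = mean under 30% yet at least half of replicates reach 30%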;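 note: positive control wells lacked labelled fibronectin entirely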
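test system = AH1F fibroblasts assembling fluorescent fibronectin matrix | quantity = 10000 AH1F cells per well | buffer or medium = DMEM plus 2% serum, read in PBS | doses = single dose, pinned | incubation = 1 h cell attachment, overnight exposure to compound and label | detection = fluorescence at 485 nm excitation, 525 nm emission | read-out basis = inhibition from reduced deposited-fibronectin fluorescence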
GSIS activator: primary screen for activators of insulin secretion dependent on glucose, INS-1E cells, GLuc reporter luminescence; AID 743287; activation, % at 16.6 µM; actives 0.61% (n = 370,000); INS-1E GLuc reporter insulin secretion, 2-3 h;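 active = lowest replicate activation of at least 40%, so every replicate reaches that level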;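 note: 0% = median of neutral control wells and 100% = median of IBMX positive control wells; some compounds called inactive have numbers as strong as hits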
miR-122 sensor: blocks miR-122 activity in Huh7 sensor cells; Huh7 miR-122 Renilla luciferase sensor, 48 h; neutral wells = 0, positive control = 100; activation (reporter increase), % at 12.5 µM; actives 0.3% (n = 340,000);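 active = mean replicate activation score at least 90 and every replicate individually at or above 90; inconclusive = only one of the two criteria met; inactive = neither criterion met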;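 note: higher luciferase means less miR-122 activity so hits act as miR-122 inhibitors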
Starred values were filed as active, the others as inactive; ? = inconclusive; . = no result given; & = joins results of further samples; ! = a repeat was not active; [ ] = remark or other dose. Random draw from the library; overall some 3.9% were active at least once.

Molecule	PAX8 inh HTS	EWS-Fli block	FN deposition inh	miR-122 sensor	F508del corr	GSIS activator	DENV2 CPE rescue
CCCCCCCCN1C(=O)C(O)=C(C(C)=O)C1c1ccccn1 (stereo not drawn)	20	.	1	-3	.	.	.
C[C@@H]1CN([C@@H](C)CO)C(=O)c2cccc(NC(=O)c3cnccn3)c2O[C@@H]1CN(C)C(=O)Nc1ccc(F)cc1	2	-1	.	3[16.7 µM]	1.7	8	-11
Cc1cc(C)cc(NC(=O)C[n+]2ccccc2)c1	5	5	8	-2	-1.0	15	12
COc1ccc(Nc2nc(N3CCN(S(C)(=O)=O)CC3)nc3ccccc23)c(OC)c1	-3	12	4	-1	-7.7	4	-2
Cc1cc(C)n(C(=O)CCC(=O)Nc2ccc(C)c(C)c2)n1	8	.	0	-2	.	.	.
C[C@@H]1CN([C@@H](C)CO)C(=O)CCCn2cc(nn2)CO[C@H]1CN(C)Cc1ccccc1	-2	0	1	-2[16.7 µM]	1.0	-3	.
CC(C)N(Cc1ccccc1)C(=O)COC(=O)c1ccc2c(c1)OCCO2	-2	.	6	-2	.	.	.
Cn1c(=O)c2cc(NC(=S)NCc3ccccc3F)ccc2n1Cc1cccc(C(F)(F)F)c1	40	19	9	33	2.8	-10	-10
CN1C(=O)c2cc(NC(=O)Nc3ccccc3F)ccc2OC[C@@H]2O[C@@H](CC(=O)O)CC[C@@H]21	-15	5	-6	-3[16.7 µM]	-2.2	9	2
COC(=O)c1sccc1NC(=S)Nc1cc(C)cc(C)c1	30	-2	-3	-14	-1.4	0	-2
C[C@@H]1CN([C@@H](C)CO)C(=O)c2cccc(NC(=O)C3CC3)c2O[C@H]1CN(C)S(=O)(=O)c1cccs1	18	-11	.	-4[16.7 µM]	2.2	16	4
COc1ccc(N2CCN(C(=O)c3ccc(CNc4c(N5CCOCC5)c(=O)c4=O)cc3)CC2)cc1	-3	4	-2	-1	1.4	-2	?
COc1ccccc1Nc1nnc(SCC2CCCCO2)s1 (stereo not drawn)	7	19	2	.	3.3	-13	-13
CC(C)n1c(=S)[nH]c2cc(Cl)ccc21	-19	6	-7	.	1.4	4	2
c1ccc(CSc2nnc3ccc(-c4cccs4)nn23)nc1	-26	-21	-1	.	-1.3	3	-4
COc1ccc(-c2cc(=O)oc3cc(OC(=O)C4CCCCC4)c(Cl)cc23)cc1	-27	10	9	.	0.2	-2	-3
CCSc1nc2ccccc2n1C(=O)c1ccc(S(=O)(=O)N2CCCCCC2)cc1	8	.	3	.	.	-17	.
O=C(COC(=O)Cc1ccc(Cl)cc1)NCCc1ccccc1	3	-1	2	-1	-2.8	-26	-5
O=C(CCC1CCCCC1)Nc1cc(Cl)ccc1N1CCOCC1	2	-5	-1	2	4.8	-25	-6
CCN(CC)CCCNc1nc(N)c([N+](=O)[O-])c(N2CCCCCC2)n1	-18	-6	-14	.	-4.3	10	1
CC(C)[C@H](NC(=O)c1ccccc1)C(=O)OCC(=O)Nc1sccc1C(N)=O	-17	-5	12	.	1.1	-1	-3
Cc1ccc(/C=N/NC(=O)c2cc(-c3ccncc3)nc3ccccc23)o1	27	.	4	32	7.8	-7	-1
CO[C@H]1CN(C)C(=O)c2cc(NS(C)(=O)=O)ccc2OC[C@@H](C)N(C(=O)CC2CC2)C[C@H]1C	-2	-4	-8	.	-4.5	11	0
COc1cc(C(O)c2nc(/C=C/c3ccccc3)cs2)ccc1F (stereo not drawn)	3	4	.	0	-2.4	.	3
CCn1cc(/C=C(\NC(=O)c2ccc(C)cc2)C(=O)NCCCN2CCOCC2)c2ccccc21	4	-5	5	22	1.8	-4	-5
CN1C(=O)c2cc(NC(=O)Cc3cccs3)ccc2OC[C@H]2O[C@@H](CC(=O)NCc3ccc(-c4ccccc4)cc3)CC[C@@H]21	35	7	7	55[16.7 µM]	0.6	4	7
COc1ccc2nc(C)cc(Sc3nc4ccccc4s3)c2c1	69*	-35	.	-6	0.6	-13	16
Cn1cc(-c2csc(C(O)c3ccc(F)cc3)n2)cn1 (stereo not drawn)	6	0	-7	-5	0.6	-7	-7
O=C1CCC(=O)N1CCSC(=S)N1CCSCC1	-23	-4	-9	.	0.4	-30	0
O=C(COC(=O)C1=COCCO1)Nc1ccc(OC(F)F)cc1	-6	-2	.	.	0.2	-4	-10
CCCNC(=O)N1CC2(CN(C(=O)c3cccnc3)C2)c2c([nH]c3cc(OC)ccc23)[C@@H]1CO	.	11	.	.	1.9	18	-18
COC(=O)C[C@@H]1CC[C@H]2[C@H](COc3ccc(NS(=O)(=O)c4cccc(F)c4)cc3C(=O)N2C)O1	5	13	-8	-2[16.7 µM]	0.3	-9	-6
Cc1cc(OCCOCCNCc2ccccc2)ccc1C(C)C	18	26	3	0	0.0	-28	1
c1ccc2[nH]c(NCCCN3CCOCC3)nc2c1	21	.	-14	-5	.	.	.
COc1ccc(S(=O)(=O)N2CCC(O)(c3ccc4c(c3)OCO4)CC2)cc1	.	12	.	.	-1.4	14	-2
O=c1[nH]c(N2CCOCC2)nc2ccccc12	13	13	9	-1	-0.7	12	-2
COC(=O)C(O)(CC(=O)Nc1cccc(SC)c1)C(F)(F)F (stereo not drawn)	.	.	-4	-3	.	13	.
CSc1ccc(/C=C/C(=O)OCC(=O)NC2CCS(=O)(=O)C2)cc1 (stereo not drawn)	-8	-3	6	-1	-0.6	9	12
O=C(Nc1ccc(F)cc1)c1ccc(C(=O)N2CCCC(O)C2)cc1 (stereo not drawn)	-17	-18	8	.	1.1	0	-1
O=C(C1CC1)N1C[C@@H]2N[C@H](C1)C2c1ccc(-c2ccccc2F)cc1 (stereo partly drawn)	87*!	11&1	10&1	.	-0.5&5.2	9&0	4&1
Cc1cc(C)c(S(=O)(=O)N2CCCCC2)cc1N(C)S(=O)(=O)c1ccc(Cl)cc1	23	.	-12	0	.	.	.
CCc1nc2c(OCc3ccc(Cl)cc3Cl)cccn2c1N(C)C(=O)CC(C)C	38	24	8	0	-2.5	-45	6
C/C=C/c1cccc(-c2nc(C(=O)NCCN3CCCCC3)cc3c2[C@@H](CCO)N([S@](=O)C(C)(C)C)C3)c1	-14	-6	-12	.	-2.5	-3	8
Cc1cc(Cl)ccc1NC(=O)COC(=O)c1c(C)noc1C	-5	-4	-2	-2	0.6	16	6
COc1ccccc1-c1nnc(NC(=O)C(C)SC2=NCCS2)s1 (stereo not drawn)	-127	-62	-3	.	0.1	.	-5

3 structures already listed, arranged by formula weight, smallest number first:
Molecule	PAX8 inh HTS	EWS-Fli block	FN deposition inh	miR-122 sensor	F508del corr	GSIS activator	DENV2 CPE rescue
COc1ccccc1Nc1nnc(SCC2CCCCO2)s1 (stereo not drawn)	7	19	2	.	3.3	-13	-13
CCN(CC)CCCNc1nc(N)c([N+](=O)[O-])c(N2CCCCCC2)n1	-18	-6	-14	.	-4.3	10	1
COc1ccc(Nc2nc(N3CCN(S(C)(=O)=O)CC3)nc3ccccc23)c(OC)c1	-3	12	4	-1	-7.7	4	-2

The list continues:
Molecule	PAX8 inh HTS	EWS-Fli block	FN deposition inh	miR-122 sensor	F508del corr	GSIS activator	DENV2 CPE rescue
Cc1ccc(C)c(OCCC(=O)NNC(=O)c2ccccc2)c1	-3	4	.	.	-0.5	23	-4
CCCCNC(=O)CO/N=C(\C)c1cc2ccccc2o1	.	.	-7	-2	.	-3	.
O=C(NCC[C@H]1CC[C@@H](NC(=O)C2CC2)[C@H](CO)O1)c1cnccn1	-1	1	5	.	-2.8	3	-3
Cc1cc(C(=O)N2CCC2(C)C(=O)Nc2cccc3ccccc23)nn1C (stereo not drawn)	5	-5	-8	3	-0.5	13	3
CCCCn1c(N)c(N(CCOC)C(=O)c2cccc(-n3cnnn3)c2)c(=O)[nH]c1=O	12	-1	-4	-1	-1.4	10	?
C[C@H]1CN([C@@H](C)CO)C(=O)c2cccc(NC(=O)C3CCOCC3)c2O[C@H]1CN(C)S(=O)(=O)c1ccccc1	-3	-7	.	3[16.7 µM]	1.0	18	2
Cc1oc2cc3oc(=O)c(CC(=O)NCC(=O)N[C@@H](C(=O)O)c4ccccc4)c(C)c3cc2c1C	.	-1	.	1	-1.4	1	-2
O=C(NCc1ccccn1)[C@@H]1CCCN1C(=O)[C@@H]1CCCN1	2	0	-12	.	0.0	12	-6
COc1ccc(/C(C)=N\O)cc1OC	20	0	1	.	0.0	.	-4
COc1ccc(S(=O)(=O)N(C)C[C@@H]2OCCCC[C@@H](C)Oc3ccc(NC(=O)Cc4ccccc4)cc3C(=O)N([C@@H](C)CO)C[C@@H]2C)cc1	0	1	-27	-5[16.7 µM]	1.0	-16	-1
Cc1cccc(-n2c(Cc3cc(=O)[nH]c(=O)[nH]3)nnc2SCC(=O)N2CCCCC2)c1	3	6	3	.	2.6	29	8
CCCCN(C(=O)c1cccc(-n2cnnn2)c1)c1c(N)n(CC(C)C)c(=O)[nH]c1=O	-12	1	-5	4	-2.3	3	8
COc1ccc(NC(=O)N(C)C[C@@H]2Oc3c(NC(=O)NC(C)C)cccc3C(=O)N([C@H](C)CO)C[C@@H]2C)cc1	3	-8	.	1[16.7 µM]	1.8	6	-8
C[C@@H]1CN([C@@H](C)CO)C(=O)c2cc(NC(=O)CCC(F)(F)F)ccc2O[C@H]1CN(C)Cc1ccccc1	-16	-8	.	-8[16.7 µM]	-2.4	0	6
N#C[C@@H]1[C@@H](c2ccccc2C2=CCCCC2)[C@@H](CO)N1C(=O)NC1CCCC1	-3	5	-8	.	1.3	-5	8

Single values from the list:
For DENV2 CPE rescue, COc1ccc(NC(=O)N(C)C[C@@H]2Oc3c(NC(=O)NC(C)C)cccc3C(=O)N([C@H](C)CO)C[C@@H]2C)cc1 is listed with -8
For PAX8 inh HTS, C[C@@H]1CN([C@@H](C)CO)C(=O)c2cc(NC(=O)CCC(F)(F)F)ccc2O[C@H]1CN(C)Cc1ccccc1 is listed with -16

The results go on:
Molecule	PAX8 inh HTS	EWS-Fli block	FN deposition inh	miR-122 sensor	F508del corr	GSIS activator	DENV2 CPE rescue
COc1cc(CN2CCN(C(c3ccccc3)c3ccccc3)CC2)cc(OC)c1OC	17	8	-2	.	-1.7	.	3
O=S(=O)(Nc1nc2ccccc2nc1NCCN1CCOCC1)c1cccc(Cl)c1	20	.	-3	-1	.	-1	.
CO[C@H]1CN(C)C(=O)c2cc(NS(=O)(=O)c3ccccc3)ccc2OC[C@@H](C)N(Cc2nccs2)C[C@H]1C	28	9	-18	.	-2.2	-14	3
CO[C@H]1CN(C)C(=O)c2cc(NS(=O)(=O)c3c(C)noc3C)ccc2OC[C@@H](C)NC[C@@H]1C	.	-6	-15	.	-1.8	3	-4
O=C(Nc1nnc([C@H]2C[C@H](O)[C@@H](CO)O2)s1)Nc1ccccc1C(F)(F)F	-5	0	9	2	1.2	-2	5

Screening results as filed in PubChem BioAssay.
